# High-throughput results: PubChem BioAssay, several laboratories
# TAAR1 ag – human TAAR1 agonists, primary screen, Fluo-8 calcium fluorescence, CHO RD-HGA16 cells | activation, % at 3 µM | Trace amine-associated receptor 1 (Homo sapiens), Q96RJ0 | vehicle wells 0%, saturating PEA agonist 100% | 360,000 compounds, 0.99% hits | AID 624467, 2012;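 active means activation above the mean activation of all test compounds in the run plus 3 SD, cut at about 38% in these data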
#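 System: CHO-derived RD-HGA16 cells with stable Gα16 and human TAAR1. Times: 17-24 h plating, Fluo-8 75 min 37 °C, 30 min RT. Measured by: calcium-sensitive Fluo-8 signal, excitation 470-495, emission 515-575 nm. Read-out basis: % activation relative to PEA EC100 response. Control set: DMSO and PEA EC100. Repeats: no replicates (n 1).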
# CRFBP-R2 agonist – agonists of CRF-BP/CRF-R2 complex, primary screen, cell-based, HEK293, calcium dye fluorescence, uHTS. CRF-binding protein / CRF receptor 2 complex (human). calcium dye fluorescence (FLIPR); percent of saturating CRF peptide response. activation, % at 13.2 µM. 350,000 compounds, 0.46% hits. AID 588473, 2011;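 active means activation of at least 50%, plus an integration ratio under a set limit after plate pattern correction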;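 further: plate controls were neutral control wells without compound for no effect and CRF at EC100 for full effect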
# M4 PAM – human M4 muscarinic receptor positive allosteric modulators, primary screen, CHO-K1 cells, Fluo-8 calcium fluorescence; Muscarinic acetylcholine receptor M4 (Homo sapiens), P08173; CHO-K1 hM4/Gqi5, ACh EC20; 0% = ACh EC20, 100% = maximal ACh; activation, % at 3 µM; 360,000 compounds, 0.4% hits;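 active means activation above its plate's cutoff, the mean activation of sample wells plus 3 SD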; further: some results filed as inactive read as strong as hits
# Target sequence (P08173 whole entry, looked up): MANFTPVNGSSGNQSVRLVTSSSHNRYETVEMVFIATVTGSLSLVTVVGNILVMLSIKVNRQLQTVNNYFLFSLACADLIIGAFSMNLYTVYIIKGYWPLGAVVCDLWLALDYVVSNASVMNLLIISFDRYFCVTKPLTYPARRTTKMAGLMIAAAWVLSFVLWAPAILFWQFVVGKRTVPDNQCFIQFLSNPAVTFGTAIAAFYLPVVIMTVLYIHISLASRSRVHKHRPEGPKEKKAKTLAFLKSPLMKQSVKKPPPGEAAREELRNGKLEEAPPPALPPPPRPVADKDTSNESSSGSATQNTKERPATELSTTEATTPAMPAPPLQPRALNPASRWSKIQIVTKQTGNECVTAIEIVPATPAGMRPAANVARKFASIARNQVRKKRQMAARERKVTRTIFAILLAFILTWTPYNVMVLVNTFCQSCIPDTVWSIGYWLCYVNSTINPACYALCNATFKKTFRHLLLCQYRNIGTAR
# CHRM5 agonist – human M5 muscarinic receptor agonists, primary screen, CHO-K1 cells, Fluo-8 calcium fluorescence. Muscarinic acetylcholine receptor M5 (Homo sapiens), P08912. CHO-K1 hM5 cells; 0% DMSO wells, 100% maximal acetylcholine response. activation, % at 3 µM. 360,000 compounds, 0.19% hits. AID 624037, 2012;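 active means activation above the run's mean over test compounds plus 3 SD, cut at about 23% in these data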;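 further: signal is peak over basal fluorescence ratio across the kinetic read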
# Target sequence (P08912 whole entry, looked up): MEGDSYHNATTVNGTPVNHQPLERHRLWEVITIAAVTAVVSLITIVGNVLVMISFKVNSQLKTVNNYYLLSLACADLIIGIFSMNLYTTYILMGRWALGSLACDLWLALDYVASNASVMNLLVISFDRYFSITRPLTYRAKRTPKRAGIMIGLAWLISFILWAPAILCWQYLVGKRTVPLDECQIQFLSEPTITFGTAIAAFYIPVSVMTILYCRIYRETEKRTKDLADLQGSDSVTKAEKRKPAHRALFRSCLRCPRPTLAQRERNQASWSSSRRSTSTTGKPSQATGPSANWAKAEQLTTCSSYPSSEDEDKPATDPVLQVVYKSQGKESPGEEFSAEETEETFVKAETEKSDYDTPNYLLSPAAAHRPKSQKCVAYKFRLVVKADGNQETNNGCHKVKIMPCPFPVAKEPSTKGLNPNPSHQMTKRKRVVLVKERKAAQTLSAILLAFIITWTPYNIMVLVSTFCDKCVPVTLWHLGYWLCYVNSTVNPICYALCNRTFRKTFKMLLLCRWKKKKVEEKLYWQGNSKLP
# M5 antag – human M5 muscarinic receptor antagonists, primary screen, CHO cells, Fluo-8 calcium fluorescence; CHO-hM5 cells, ACh EC80; inhibition, % at 3 µM; 360,000 compounds, 0.59% hits;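 active means inhibition above a per-plate cutoff, the mean of that plate's test compounds plus 3 SD, cut at about 27% in these data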;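 further: 0% = acetylcholine EC80 with DMSO and 100% = DMSO without agonist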
# CRFBP-R2 block – antagonists of CRF-BP/CRF-R2 complex, primary screen, cell-based, HEK293, calcium dye fluorescence, uHTS. AID 588475, 2011. CRF-induced calcium fluorescence. inhibition, % at 11.8 µM. 350,000 compounds, 0.59% hits;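 active means inhibition of the ligand-induced calcium signal above about 50% at the single tested concentration, limit read from the data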
# TAAR1 antagonist – human TAAR1 antagonists, primary screen, Fluo-8 calcium fluorescence, CHO RD-HGA16 cells. antagonist. inhibition, % at 3 µM. 360,000 compounds, 1.5% hits;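 active means inhibition above a per-plate cutoff, the mean inhibition of test compounds on that plate plus 3 SD, cut at about 49% in these data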;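 further: 0% = DMSO plus EC80 beta-PEA response and 100% = DMSO alone without agonist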
#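 Assay system: RD-HGA16 CHO cells with stable hTAAR1 and Gα16 / Reagent: EC80 β-phenethylamine stimulus / Doses: 3 µM, single point / Timing: dye loading 75 min at 37 °C, then 30 min room temperature / Measured by: Fluo-8 intracellular calcium dye fluorescence, real-time kinetic reads / Controls: vehicle wells and EC80 agonist wells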
# CHRM5 PAM – human M5 muscarinic receptor positive allosteric modulators, primary screen, CHO-K1 cells, Fluo-8 calcium fluorescence. AID 624038, 2012. CHO-K1 hM5, ACh EC20 PAM; 0% = ACh EC20, 100% = ACh EC100. Muscarinic acetylcholine receptor M5 (Homo sapiens), P08912. 360,000 compounds, 0.3% hits. activation, % at 3 µM;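 active means activation above the run cutoff, the mean activation of all test compounds plus 3 SD, cut at about 18% in these data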
#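 Assay system – human M5 receptor in CHO-K1 cells · Read-out – % activation, ACh-normalized · Technique – Fluo-8 calcium fluorescence · Dosing – single-point, 3 µM nominal · Incubation – Fluo-8 loading 80 min at 37 °C plus 30 min room temperature · Repeats – singlicate, one well per test compound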
# CHO-K1 Ca PAM – nonselective calcium activators in parental CHO-K1 cells, primary screen, counter-screen for M1 PAM project, cell-based, Fluo-8 calcium fluorescence, full deck, 1536-well | ATP EC20; 0% at ATP EC20, 100% at ATP max | activation, % at 3 µM | 360,000 compounds, 0.02% hits | AID 602247, 2012;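 active means activation above the run cutoff, the mean activation of all test compounds plus 3 SD, cut at about 40% in these data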;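 further: peak over basal fluorescence ratio in a 140 s read after ATP addition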
# Active calls of the source: *; . = not tested or not shown.
SMILES,TAAR1 ag,CRFBP-R2 agonist,M4 PAM,CHRM5 agonist,M5 antag,CRFBP-R2 block,TAAR1 antagonist,CHRM5 PAM,CHO-K1 Ca PAM
CCOc1ccc(NC(=O)CC2C(=O)N(CC)C(=S)N2CCNC(C)=O)cc1 (stereo not drawn),3,2.0,-3,-3,-1,-13,-18,-3,12
CCCCCOc1ccc(NC(=O)CCCC(=O)O)cc1,2,3.2,-1,-2,7,-32,-3,0,15
CCN1CCN(C(=O)CSc2cc(=O)n(CC)c3ccccc23)CC1,3,0.7,-1,-1,-1,1,-1,-3,5
Cc1cc(C)cc(C(=O)NCC(=O)N2CCC3(CC2)NCCc2[nH]cnc23)c1,4,0.3,6,-5,9,-14,-17,-4,6
Cc1ccccc1N1CCN(S(=O)(=O)Cc2ccccc2)CC1,.,0.6,-4,2,-2,-7,.,-5,-2
O=C(CCN1C(=O)/C(=C\c2ccccc2)SC1=S)Nc1ccc(C(=O)O)cc1,3,-0.1,3,-2,-1,4,21,2,20
COc1ccc(S(=O)(=O)N2CCOC2CNC(=O)C(=O)NCCN2CCOCC2)cc1C (stereo not drawn),1,-0.9,0,-3,7,10,-14,-8,2
CCN1C(=O)[C@H]2[C@@H](c3ccc(C)cc3)N3C(=O)N(c4ccc(C)cc4)C(=O)[C@@]3(Cc3ccc(Cl)cc3)[C@H]2C1=O,18,4.2,1,2,9,-10,28,3,12
Cc1c(C2C(C#N)=C(N)OC3=C2C(=O)CCC3)cnn1C (stereo not drawn),3,2.8,-4,-3,6,27,15,-2,-5
CCn1c(=S)sc2c(=O)n(-c3ccccc3)c(SC)nc21,3,1.1,-7,-9,-2,28,-2,3,21
CCN(CC)S(=O)(=O)c1ccc(NC2c3ccccc3C(=O)N2Cc2ccc3c(c2)OCO3)cc1 (stereo not drawn),1,1.6,4,3,-1,21,27,-4,24
CCc1ccc2c(CN3CCOCC3)cc(=O)oc2c1,2,0.7,3,-3,-7,4,-6,9,22
CCOC(=O)c1ccc(NC(=O)NCc2ccccn2)cc1,3,-1.6,-1,-4,2,8,5,-5,13
O=S1(=O)CCO[C@H]2Cc3ccccc3[C@H]2N1Cc1ccccc1F,10,0.4,6,1,12,-10,9,-4,6
O=C(Nc1ccccc1)Nc1cc(OCC(F)(F)F)cc(OCC(F)(F)F)c1,5,23,-16,1,47*,55*,42,-18,-12
COc1ccc(C(=O)N2CCC2(C)C(=O)O)cc1C(F)(F)F (stereo not drawn),1,.,4,2,0,.,-16,-2,10
Cc1ccc(S(=O)(=O)Nc2ccc(N=Nc3ccc(O)cc3)cc2)cc1,5,0.4,0,3,4,6,15,-8,11
O=C(CN1C(=O)/C(=C/c2ccccc2F)Sc2ccccc21)NCC1CCCO1 (stereo not drawn),-1,-0.8,-7,-1,22,0,5,-9,-15
CCOC(=O)N1CCN(C(=O)c2ccc(NS(=O)(=O)c3ccc4[nH]c(=O)[nH]c4c3)cc2)CC1,3,-0.4,9,2,1,1,-17,-2,-20
O=C(Nc1ccc([N+](=O)[O-])cc1)c1cn(-c2ccccc2)nc1-c1cc2ccccc2o1,4,-1.6,-4,4,4,0,-8,-1,0
CC1CCC(NC(=O)CCC(=O)N2CC(C)Oc3ccccc32)CC1 (stereo not drawn),3,-0.4,-5,-1,-1,8,-10,-3,26
CN(C)S(=O)(=O)c1ccc(C(=O)NCc2ccc3[nH]c4c(c3c2)CCCC4)cc1,5,2.4,-7,0,2,-21,0,-4,16
COc1ccccc1N(CN1CCCC1=O)C(=O)c1c(F)cccc1F,12,-0.6,15,1,-9,1,1,12,-6
CCOC(=O)Cc1csc(NC(=O)CSc2nnc(C)n2C)n1,8,-0.4,8,1,-3,1,-3,4,18
Cc1[nH]c2ccccc2c1C(=O)CN1C(=O)C(=O)N(Cc2ccco2)C1=O,11,-1.6,-1,2,4,-1,9,-3,-5

# Some of these compounds in order of SMILES length, low to high:
SMILES,TAAR1 ag,CRFBP-R2 agonist,M4 PAM,CHRM5 agonist,M5 antag,CRFBP-R2 block,TAAR1 antagonist,CHRM5 PAM,CHO-K1 Ca PAM
CCc1ccc2c(CN3CCOCC3)cc(=O)oc2c1,2,0.7,3,-3,-7,4,-6,9,22
Cc1[nH]c2ccccc2c1C(=O)CN1C(=O)C(=O)N(Cc2ccco2)C1=O,11,-1.6,-1,2,4,-1,9,-3,-5
CN(C)S(=O)(=O)c1ccc(C(=O)NCc2ccc3[nH]c4c(c3c2)CCCC4)cc1,5,2.4,-7,0,2,-21,0,-4,16

# The listing continues:
SMILES,TAAR1 ag,CRFBP-R2 agonist,M4 PAM,CHRM5 agonist,M5 antag,CRFBP-R2 block,TAAR1 antagonist,CHRM5 PAM,CHO-K1 Ca PAM
O=C(CCNC(=O)c1ccccc1Cl)NNC(=O)c1ccccc1O,2,1.8,6,0,5,4,-44,5,16
Cc1cccc(C(=O)NCc2nnc3c4ccccc4c(-c4ccccc4)nn23)c1,-1,-2.0,2,-5,0,10,3,-6,5
Brc1ccc(-c2nnc(Cc3ccccc3)o2)cc1,5,-4.2,0,-6,-2,10,-16,6,16
CCOC(=O)c1ccc(NS(=O)(=O)CC)cc1,8,-0.4,4,-3,-3,18,-5,0,7
CCOc1c(Br)cc(CNc2ccc3c(c2)OCCO3)cc1OC,9,-1.5,2,-3,0,-9,4,1,15
CC(C)=NN/C(N)=N/C(=S)Nc1ccc(C)cc1,1,0.8,1,0,0,-22,-10,1,-7
CCC(=O)c1cn(CC(=O)Nc2ccc(OC)cc2)c2ccccc12,7,-0.5,-3,-4,10,-8,-8,-6,9
c1ccc(CN2CCN(C3=Nc4cccc5cccc3c45)CC2)cc1,7,11,0,-10,7,-13,3,1,-1
CC1(C)Cc2nc3oc4c(NCCCN5CCOCC5)ncnc4c3cc2CO1,3,-0.1,-7,1,-2,-17,3,6,8
O=C(c1ccc(-n2cncn2)c([N+](=O)[O-])c1)N1CCN(c2cccc(Cl)c2)CC1,2,-0.3,-4,1,13,3,-6,-6,1
N#CC1=C(N)Oc2cc(N)ccc2C1c1ccccc1Cl (stereo not drawn),5,12,-5,7,-8,-5,-27,1,-3
O=C(Nc1ccc(NC(=O)c2sc3ccccc3c2Cl)cc1)c1ccco1,3,-0.2,-4,0,0,7,1,1,9
CS(=O)(=O)N(CC(=O)N1CCCC1)c1cc(Cl)c(Cl)cc1Cl,.,5.0,-1,0,1,-28,.,-4,18
COC(=O)[C@H](CCSC)NC(=O)Nc1ccc(C)cc1,6,0.4,-4,0,2,3,-1,-1,28
O=c1[nH]c(/C=C/c2cccc([N+](=O)[O-])c2)c([N+](=O)[O-])c(=O)[nH]1,1,-0.3,0,4,1,7,-2,6,0
CCC(=O)NCCc1nc2cc(NC(=O)Nc3ccccc3)ccc2n1C,4,2.3,2,-2,7,-1,-20,-2,8
CCOC(=O)c1c(NC(=O)CCl)sc(C(=O)N(CC)CC)c1C,9,-0.1,4,-2,-8,9,-14,12,6
COc1ccccc1N(C)S(=O)(=O)c1ccc(Cl)c(C(=O)NNC(=O)c2ccccc2O)c1,4,-0.2,-3,2,5,-1,-15,-2,15
COC(=O)c1nc(NC(=O)C(C)C)n[nH]1,7,-1.6,-3,1,0,11,-13,1,25
COC(=O)C1=CN(c2ccc(F)cc2)C=C(C(=O)OC)C1c1cccc(Br)c1,0,0.5,-5,-2,4,10,11,-6,25
O=C1c2cccnc2C(Nc2ccccc2)N1Cc1ccco1 (stereo not drawn),2,1.0,11,-7,-2,19,10,12,8
CC(C)(CNC(=O)c1ccccc1NS(C)(=O)=O)N1CCCCC1,0,-0.9,-2,-6,15,-17,3,-8,-3
O=S(=O)(c1cc(Cl)cc(Cl)c1O)N1CCC2(CC1)OCCO2,0,-0.6,8,-2,-18,7,3,7,-5
CCOC(=O)C1CCCN(C(=O)CCNS(=O)(=O)c2cc(Br)cnc2N)C1 (stereo not drawn),1,0.0,-6,-5,14,-3,-3,-7,-14
COCCN1CCN(C(=O)C2CCC(=O)N(CCc3cccc(F)c3)C2)CC1 (stereo not drawn),0,0.1,-3,-2,-8,-8,9,6,-1

# Brought forward from above: 2 compounds; new compounds follow.
SMILES,TAAR1 ag,CRFBP-R2 agonist,M4 PAM,CHRM5 agonist,M5 antag,CRFBP-R2 block,TAAR1 antagonist,CHRM5 PAM,CHO-K1 Ca PAM
CCOC(=O)C1CCCN(C(=O)CCNS(=O)(=O)c2cc(Br)cnc2N)C1 (stereo not drawn),1,0.0,-6,-5,14,-3,-3,-7,-14
COCCN1CCN(C(=O)C2CCC(=O)N(CCc3cccc(F)c3)C2)CC1 (stereo not drawn),0,0.1,-3,-2,-8,-8,9,6,-1
Cc1nnc(N(Cc2ccccc2)C(=O)c2cnccn2)s1,0,-1.1,2,-5,9,2,-14,-5,-6
Cc1cc(Br)c2nc(-c3ccccc3)c(Cc3cccc(Cl)c3)n2c1,-1,.,0,-3,6,.,-11,-7,25
Cc1nn(C(C)C(=O)NCC2CCCO2)c(=O)c2c1sc1ccccc12 (stereo not drawn),-2,-2.1,-4,-5,11,-8,-4,0,6
COC(=O)/C=C/c1cnc[nH]1,2,1.1,2,1,5,2,15,5,13
CCCCn1cnc2c(cnn2-c2ccc(Cl)cc2)c1=O,-2,0.7,14,-1,-6,9,4,3,21
O=C(CSc1ncnc2c1oc1ccccc12)NC1CCCCC1,1,2.1,1,1,3,2,-4,1,30
CCCC(=O)Nc1ccccc1NC(=O)CN(C)S(=O)(=O)c1ccc(C)cc1,2,0.1,4,-5,2,3,7,3,-8
CCCS(=O)(=O)c1csc(C(=O)OC)c1N,3,-0.5,-7,1,4,14,-22,5,-7
Cc1[nH]c2ccc(-c3nnc(SCC(=O)c4ccc(F)cc4)o3)cc2c1C,8,0.4,18,-2,4,4,4,-2,17
CCNC(=S)N(Cc1ccco1)Cc1cc2cc(OCC)ccc2[nH]c1=O,5,-4.0,-9,-3,9,-6,15,-10,8
CC1(C)CC(=O)C(C(C2=C(O)CC(C)(C)CC2=O)c2ccc(O)c([N+](=O)[O-])c2)=C(O)C1,8,-5.3,0,-5,5,9,0,-7,14
CNc1nc(C)c(C#N)c(-c2ccccc2)c1C(C)=O,0,-0.9,1,-5,-2,-8,-20,-6,13
Cc1ccc(OCc2nc3c4c(ncn3n2)-c2ccccc2CC42CCCC2)cc1,0,-0.4,3,-1,8,-2,4,0,20
Cc1cc(C)nc(-n2nc(C)c3c(=O)[nH]c(C(F)(F)F)nc32)n1,2,2.8,7,-3,-4,41,0,8,19
